MEKK3 PB1 HTS: modulators (inhibitors or enhancers) of MEK5 binding to human MEKK3 PB1 domain; binding response (% of control), % at 10 µM; Q99759; bead-based flow cytometry, Alexa488-MEK5 binding to MEKK3; actives lie on both sides; 0 = blocked by unlabeled MEK5, 100 = vehicle; 290,000 tested, 1.4% active;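 active means binding response more than 3 SD above or below the average of its plate-row segment, actives on both sides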;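 further: Alexa488 bead fluorescence after subtracting the streptavidin-only scavenger bead signal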
MEKK2mut PB1 HTS: signal of MEK5 binding to mutant human MEKK2 PB1 domain | bead flow cytometry, Alexa488-MEK5 binding to MEKK2 mutant | 290,000 tested, 0.35% active | percent response, % at 10 µM | AID 1530; in the data active means percent response above about 24%, passing the limit was not always enough; further: inactives centre near 1; some results filed as inactive read as strong as hits
MEKK2wt PB1 HTS: raises or lowers MEK5 binding to wildtype human MEKK2 PB1 domain; Q9Y2U5; bead flow cytometry, Alexa488-MEK5 binding to MEKK2 WT; actives lie on both sides; binding response (% of control), % at 10 µM; 290,000 tested, 1.1% active; AID 1531; in the data active means binding response below about 67% or above about 130%
NS3 helicase inh: inhibitors of Hepatitis C virus NS3 helicase; NS3 helicase DNA unwinding, Cy5 molecular beacon fluorescence; inhibition, % at 10.9 µM; 290,000 tested, 0.56% active; AID 1800;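 active means inhibition above the mean of all tested compounds plus 3 SD, set per campaign, cut at about 35% in these data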;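 further: 0% = DMSO wells and 100% = thioflavine S control wells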
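Measured by: Cy5 fluorescence, 0 and 60 min reads / Assay system: NS3 helicase fragment of HCV / Control set: low DMSO, high thioflavine S at 110 µM / Times: 1 h reaction at 25 °C, ATP-initiated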
FID counter: counter-screen for HCV NS3 helicase inhibitors: DNA intercalator displacement. DNA fluorescent intercalator displacement, fluorescence. inhibition, % at 7.9 µM. 290,000 tested, 0.17% active; in the data active means inhibition above about 37%;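 further: 0% = vehicle and 100% = reference compound; higher means more ethidium bromide displaced from hairpin DNA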
UBC9 SUMO inh: SUMOylation inhibition. 290,000 tested, 0.36% active. HTRF SUMOylation assay, SAE1/SAE2 + UBC9, in vitro. AID 2006. inhibition, % at 35 µM; in the data active means inhibition above about 50%, passing the limit was not always enough; further: strong numbers were not always called active
Target sequence (P63279 whole entry, looked up): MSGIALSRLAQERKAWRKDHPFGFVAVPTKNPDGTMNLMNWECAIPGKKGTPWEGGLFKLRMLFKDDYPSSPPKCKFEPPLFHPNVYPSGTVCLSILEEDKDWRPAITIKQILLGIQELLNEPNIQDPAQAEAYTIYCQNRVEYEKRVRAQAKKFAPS
GalR3 antag: blocks the human galanin receptor 3 | O60755 | HEK293 GalR3-CNG cAMP membrane potential fluorescence; galR3 body fused to GalR1 C-terminus | inhibition, % at 3 µM | 360,000 tested, 0.44% active;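 active means inhibition above the screen-wide average plus 3 SD, cut at about 13% in these data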;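 further: forskolin and galanin both at EC90 stimulate the cells; cAMP rise reported by CNG channel membrane potential dye signal; 0% = forskolin plus galanin with DMSO and 100% = forskolin alone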
Target sequence (O60755 1-299 limits assumed): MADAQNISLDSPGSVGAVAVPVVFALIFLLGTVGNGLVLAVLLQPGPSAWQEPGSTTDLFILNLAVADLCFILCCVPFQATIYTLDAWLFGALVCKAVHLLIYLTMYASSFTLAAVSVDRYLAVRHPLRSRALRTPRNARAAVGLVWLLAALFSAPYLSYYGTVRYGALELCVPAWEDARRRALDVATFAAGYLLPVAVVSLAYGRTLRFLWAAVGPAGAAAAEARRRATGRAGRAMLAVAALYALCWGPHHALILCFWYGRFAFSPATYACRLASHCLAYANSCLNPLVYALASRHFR
CRFR2-BP antag: blocks CRF-induced signaling of the CRF-BP/CRF-R2 complex | inhibition, % at 11.8 µM | 350,000 tested, 0.59% active | AID 588475 | HEK293 CRF-R2/CRF-BP, CRF-induced calcium fluorescence;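 active means inhibition of the ligand-induced calcium signal above about 50% at the single tested concentration, limit read from the data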
CRFR2-BP ag: CRF-BP/CRF-R2 complex agonism | HEK293 CRF-R2/CRF-BP, calcium dye fluorescence (FLIPR); percent of saturating CRF peptide response | activation, % at 13.2 µM | 350,000 tested, 0.46% active;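 active means activation of at least 50%, plus an integration ratio under a set limit after plate pattern correction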;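 further: plate controls were neutral control wells without compound for no effect and CRF at EC100 for full effect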
Numbers without * were called inactive; . = no result given. Not all compounds are listed; count on the stated rates, not on these rows.

Below each SMILES – MEKK3 PB1 HTS	MEKK2mut PB1 HTS	MEKK2wt PB1 HTS	NS3 helicase inh	FID counter	UBC9 SUMO inh	GalR3 antag	CRFR2-BP antag	CRFR2-BP ag
Cn1cccc1C(=O)OCC(=O)NC1CCS(=O)(=O)C1 (centres undefined)
→ 101	-3	101	4	0	10	-3	-10	2.1
CC(=O)Nc1nc(-c2ccccc2)ns1
→ 71	2	72	0	5	8	0	-1	-1.9
NC1=NC(=Nc2ccc(S(N)(=O)=O)cc2)c2ccccc21
→ 103	1	99	10	-1	15	-6	7	-4.7
CCc1cc(=O)oc2cc(C)cc(OCC(=O)NCc3ccncc3)c12
→ 102	1	105	-15	-12	.	-6	-2	-1.7
Cc1ccc(S(=O)(=O)N2CCN(C(=O)N(C)C)CC2)cc1C
→ 98	10	103	-1	-7	-10	-2	2	2.8
CN(C)S(=O)(=O)n1cnc2ccccc21
→ 87	-2	95	9	-3	12	2	7	-1.4
Cn1cnnc1SCC(=O)N1N=C2/C(=C/c3ccco3)CCCC2C1c1ccco1 (centres undefined)
→ 105	2	102	7	-28	12	-5	-19	-2.2
COC(=O)c1c(NC(=O)c2ccc(C)cc2)csc1C
→ 91	-22	88	5	-8	16	-4	0	0.7
COc1ccc(C(=O)CSc2nnc(CNC(=O)c3ccc(OC)c(OC)c3)n2C)cc1
→ .	.	.	-3	-4	8	-1	1	-1.1
O=C(N/N=C/c1ccccc1F)NC12CC3CC(CC(C3)C1)C2
→ 99	-4	96	-8	-25	4	-9	-18	1.0
CN(C)S(=O)(=O)c1ccc(C(=O)Nc2cc3c(cc2C(=O)O)OCCCO3)cc1
→ 101	5	101	6	-13	1	9	10	-1.1
CCOc1ccccc1NC(=O)NCc1ccccn1
→ 98	-5	93	0	-2	0	-2	4	-0.9
COc1ccc(NC(=O)CN(C)C(=O)CN2C(=O)c3ccc([N+](=O)[O-])cc3C2=O)cc1
→ 104	7	112	3	-2	13	6	-9	-1.9
N/C(=N\NC(=O)Nc1ccc(Cl)cc1)c1ccccn1
→ 106	3	99	-20	-4	1	0	-20	-0.8
COc1cc2c(cc1NCc1ccccn1)oc1ccccc12
→ 107	6	111	-10	9	12	1	-1	-1.0
O=C(Nc1ccc(F)cc1F)c1ccc2ncsc2c1
→ 99	-5	99	2	-2	.	0	-6	-0.1
Cc1cc(C)c2c(C)c(C(=O)NCc3ccc(S(N)(=O)=O)cc3)oc2c1
→ 101	-9	88	12	-5	19	-3	-8	-3.9
O=C(Cc1ccc(Cl)cc1)NCC(=O)N1CCN(c2ccccc2)CC1
→ 105	11	109	1	-32	6	-5	0	-8.8
O=C(COC(=O)c1cccc(Br)c1)NCCNC(=O)COC(=O)c1cccc(Br)c1
→ 97	-6	103	-3	-11	-9	-2	13	-0.7
N/C(=N\OC(=O)CCCc1ccccc1)c1ccc(Br)cc1
→ 97	-2	97	6	-12	11	0	8	2.1
O=C(COc1ccccc1)N1CCN=C1c1ccccc1
→ 82	-11	86	5	0	-6	0	11	0.1
O=C(Nc1ccc(C2SCCS2)cc1)c1ccccc1
→ 77	-23	82	-10	-3	22	-5	-4	-1.1
CSc1ccc(CN(C)C(=O)C(c2ccccc2)c2ccccc2)cc1
→ 104	3	98	-9	-32	-4	-13	2	5.0
O=c1c2cc([N+](=O)[O-])ccc2nc2n1CCC2
→ 102	7	110	-2	-2	7	-9	4	-1.1
Cc1oc2ccc(OCc3ccc(Cl)cc3)cc2c1C(=O)O
→ 100	-2	98	13	-29	10	-6	-2	-1.6
O=c1c2ccccc2sc2nc(C3CCCCC3)n(Cc3ccco3)c(=O)c12
→ .	.	.	40*	-32	8	-1	-8	-0.8
O=C(O)CCC(=O)Nc1cccc(C(=O)Nc2ccc(Br)cc2)c1
→ 97	-8	89	6	-9	10	-2	6	-1.8
CSc1ccccc1NC(=S)N/N=C/c1cccn1Cc1ccc(F)cc1
→ 115	3	95	5	-14	-15	-8	-16	1.4

Screening data (PubChem BioAssay)
